From PubChem BioAssay
PI5P4Ka inh = inhibitors of human PI5P4K alpha. max response, %. PI5P4Kalpha enzyme, ADP-Glo luminescence, 60 min; stronger effect = lower value. P48426. hit rate 1.2% among 330,000; active means max response of -50% or lower; inconclusive means between -30% and -50%; inactive means -30% or higher; further: value at the top dose of about 77 µM; on the % scale 0 is the no-effect control and ±100 the full control effect
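ADP-Glo luminescence end-point after a 60 min room-temperature kinase reaction. PI5P4Kalpha and substrate in HEPES pH 7.4 buffer with EGTA, 0.1% CHAPS and 5% DMSO; ATP at 5 microM final.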
FUS yeast rescue = FUS proteinopathy suppression in yeast; S. cerevisiae FUS-expressing, growth rescue, OD600, 24 h; Potency, µM (series often up to 76.6 µM), for inactives: top-dose growth rescue (activation), usual class: activators; hit rate 0.24% among 390,000;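 further: potency means the concentration at half of the fitted maximal effect; plate controls were DMSO vehicle for no effect and reference control for full effect; nearly all actives have a fitted effect of over 55% in size; some results filed as inactive show a strong effect at the top dose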
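Compound concentration series was pinned onto galactose-induced FUS-expressing yeast seeded at OD 0.005. Plates sat 24hr at 30C; absorbance at 600 nm gave growth. DMSO served as background control.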
EPAC1 antag = blocks human EPAC1 exchange factor | EPAC1 GEF assay, Rap1b-BODIPY-GDP exchange fluorescence | Potency, µM (titrated, usually from 115 µM), for inactives: at the top dose activity change, negative = inhibition, most hits filed as inhibitors | hit rate 0.14% among 360,000 | AID 720709;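 further: potency means the concentration at half of the fitted maximal effect; plate controls were vehicle for no effect and positive control for full effect; nearly all actives have a fitted effect of over 50% in size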
PLK1 PBD block = PLK1 (human) polo-box domain binding inhibition; Potency, µM, without a hit: max response, negative = inhibition, hits mostly inhibitors; P53350; Plk1 PBD binding of FITC phosphopeptide, fluorescence polarization; hit rate 2.8% among 360,000; AID 720504; further: potency means the concentration at half of the fitted maximal effect; series mostly up to about 57 µM; on the % scale 0 is the no-effect control and ±100 the full control effect; nearly all actives have a fitted effect of over 65% in size
WRN inhibitor = WRN helicase (human) inhibition; Q14191; WRN helicase unwinding, fluorescent forked duplex, kinetic; Potency, µM (series often up to 114 µM), without a hit: at the highest dose activity change, negative = inhibition, actives largely listed as inhibitors; hit rate 0.46% among 360,000; AID 651768; further: potency means the concentration at half of the fitted maximal effect; on the % scale 0 is the no-effect control and ±100 the full control effect; nearly all actives have a fitted effect of over 55% in size
Target sequence (Q14191 whole entry, looked up): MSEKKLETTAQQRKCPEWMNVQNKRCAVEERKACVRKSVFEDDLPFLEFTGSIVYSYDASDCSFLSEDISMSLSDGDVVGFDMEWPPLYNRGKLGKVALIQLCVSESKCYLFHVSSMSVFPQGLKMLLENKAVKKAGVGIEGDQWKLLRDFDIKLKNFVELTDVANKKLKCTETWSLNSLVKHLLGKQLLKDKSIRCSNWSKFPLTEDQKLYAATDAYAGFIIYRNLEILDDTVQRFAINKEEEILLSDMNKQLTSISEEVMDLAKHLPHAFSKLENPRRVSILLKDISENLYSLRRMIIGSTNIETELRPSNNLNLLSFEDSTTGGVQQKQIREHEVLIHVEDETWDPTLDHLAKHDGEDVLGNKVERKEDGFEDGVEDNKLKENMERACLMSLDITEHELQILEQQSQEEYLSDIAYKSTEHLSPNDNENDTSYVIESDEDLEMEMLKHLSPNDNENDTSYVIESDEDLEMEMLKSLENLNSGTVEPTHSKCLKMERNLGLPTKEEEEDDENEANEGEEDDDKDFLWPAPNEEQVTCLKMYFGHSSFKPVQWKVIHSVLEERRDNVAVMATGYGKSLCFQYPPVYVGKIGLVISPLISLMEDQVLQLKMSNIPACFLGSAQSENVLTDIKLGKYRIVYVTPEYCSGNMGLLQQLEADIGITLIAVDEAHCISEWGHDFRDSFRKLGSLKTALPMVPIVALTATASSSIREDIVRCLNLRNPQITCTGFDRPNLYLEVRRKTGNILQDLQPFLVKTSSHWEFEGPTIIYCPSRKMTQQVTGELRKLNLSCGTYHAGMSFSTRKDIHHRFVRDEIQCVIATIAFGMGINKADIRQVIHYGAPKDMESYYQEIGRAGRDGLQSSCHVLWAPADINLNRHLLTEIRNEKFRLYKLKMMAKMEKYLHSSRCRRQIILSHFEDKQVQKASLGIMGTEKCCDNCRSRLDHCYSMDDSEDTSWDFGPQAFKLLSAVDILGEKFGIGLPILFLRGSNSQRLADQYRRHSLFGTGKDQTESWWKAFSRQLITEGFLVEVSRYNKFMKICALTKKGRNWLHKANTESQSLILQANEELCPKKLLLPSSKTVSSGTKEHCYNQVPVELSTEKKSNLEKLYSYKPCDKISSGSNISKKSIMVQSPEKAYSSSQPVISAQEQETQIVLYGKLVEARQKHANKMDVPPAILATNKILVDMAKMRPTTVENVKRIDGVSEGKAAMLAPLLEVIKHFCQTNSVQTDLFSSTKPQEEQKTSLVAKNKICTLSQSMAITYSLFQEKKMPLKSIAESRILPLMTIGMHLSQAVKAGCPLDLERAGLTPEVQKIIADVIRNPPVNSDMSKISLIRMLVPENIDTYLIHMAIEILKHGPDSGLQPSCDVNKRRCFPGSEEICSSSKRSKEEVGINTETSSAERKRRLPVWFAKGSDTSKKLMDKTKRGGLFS
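Enzyme (20 nM final) and test compound sit together 15 min at room temperature before substrate addition. Substrate is a single-forked duplex oligonucleotide (100 nM) labelled with fluorophore and quencher, with 2 mM ATP; helicase unwinding raises red fluorescence, read kinetically.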
Abeta yeast res = restores growth of yeast expressing A-beta42 peptide; yeast expressing A-beta42, growth rescue, OD600, 48 h; response scale: 0% DMSO, 100% iron-clioquinol control; Potency, µM (highest dose often 46.1 µM), inactives show top-dose growth rescue, actives largely listed as activators; hit rate 0.063% among 410,000; further: potency means the concentration at half of the fitted maximal effect; nearly all actives have a fitted effect of over 55% in size
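Growth rescue measured by 600 nm absorbance after 48 h yeast culture at 30 C with compound. Values normalized between DMSO and an equimolar ferric chloride plus clioquinol control.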
EPAC1 ag = activates human EPAC1 exchange factor | EPAC1 agonist qHTS, biochemical assay; response scale: 100% = response to 6.5 mM cAMP | Potency, µM (doses to about 154 µM), inactives show top-dose activation, actives largely listed as activators | hit rate 0.073% among 360,000 | AID 720707; further: potency means the concentration at half of the fitted maximal effect; nearly all actives have a fitted effect of over 60% in size
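Nucleotide exchange by EPAC1 (100 nM) on Rap1B–BODIPY-GDP (250 nM) in the presence of 50 uM GDP is tracked fluorescently at 480/540 nm over 30 min. Signals are normalized to a 6.5 mM cAMP control.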
IL-2 act = activates IL-2 in a cell-based reporter assay. IL-2 activation reporter assay, cell-based qHTS; stimulated with anti-CD3/CD4/CD28 beads; in transgenic mouse T cells. activation, % (series mostly up to about 46 µM). hit rate 0.065% among 360,000; in the data active means activation above about 50%; inconclusive means mostly about 30% to 49%; further: 0% is about no effect
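Readout: EGFP and DsRed signals by fluorescent plate cytometry. Unstimulated transgenic mouse T cells received compound 60 min before antibody-bead stimulation, then incubated 18 h at 37 degrees C.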
The depositor's hits bear a star; ? = inconclusive; . = not tested or not shown; [ ] = another dose, or the depositor's remark. Unless noted, the call rests on the fitted dose curve; in most records, active means well fitted curve in the direction sought with a large enough effect; inconclusive means small, poorly fitted or top-dose-only effect, or another doubt; inactive means no such curve, though single readings can be large; an effect the other way counts as inactive or inconclusive.

1. Clc1ncccc1-c1nnn(-c2ccccc2)n1
2. COc1ccc(NC(=O)c2ccccn2)cc1S(=O)(=O)N1CCOCC1
3. COc1ccc(CCn2c(C)cc(C(=O)CSc3nnnn3-c3ccccc3)c2C)cc1OC
4. COc1ccc(-c2cc(C(=O)N3CCN(S(=O)(=O)c4ccccc4)CC3)[nH]n2)cc1
5. Cc1nc2c(C)cccn2c(=O)c1NC(=O)COc1ccccc1
6. COc1c(C(=O)Nc2ccc(Cc3ccncc3)cc2)ccc2ccccc12
7. COc1ccc2c(c1)OC[C@H]1[C@H]2N2C(=O)c3cc(OC)c(OC)cc3NC(=O)[C@@]2(C)[C@H]1c1ccccc1
8. COc1ccc(NC(C)=O)cc1NS(=O)(=O)c1cn(C)c(=O)n(C)c1=O
assay / compound | 1 | 2 | 3 | 4 | 5 | 6 | 7 | 8
PI5P4Ka inh | -6 | -2 | . | -19 | -2 | 12 | 3 | 3
FUS yeast rescue | -20% | 20% | 31% | -8% | 21% | . | 48% | -24%
EPAC1 antag | -18% | -14% | 1% | -9% | 11% | ? | -17% | 6%
PLK1 PBD block | -8% | -14% | -5% | -5% | -4% | -20% | 1% | -8%
WRN inhibitor | 2% | -5% | -8% | -4% | -7% | -6% | -2% | 8%
Abeta yeast res | -3% | -10% | 17% | -11% | 6% | 7% | -67%[inhibitor] | 3%
EPAC1 ag | 15% | -8% | 4% | -3% | ? | 5% | -9% | 1%
IL-2 act | -0.8 | -0.7 | 0.0 | -2.2 | 0.5 | -5.3 | 0.4 | -1.2

9. O=C1CCCN1CCCNC(=S)Nc1ccc(F)c(Cl)c1
10. Cc1ccc(-c2cc(C(=O)OC3CCOC3=O)c3ccccc3n2)c(C)c1 (stereo not given)
11. C=CCN(c1ccccc1)S(=O)(=O)c1c(C)[nH]c(=O)[nH]c1=O
12. COc1ccc(CCNC(=O)c2cnc(C)cn2)cc1
13. Cc1ccc(C(=O)/C=C/Nc2ccc(S(=O)(=O)Nc3cc(C)nc(C)n3)cc2)cc1
14. COc1ccc(C(=O)Nn2c(C3CCC3)nc3ccccc3c2=O)c(OC)c1
15. CCc1ccc(C(C)NC(=O)/C=C/c2ccc(Br)cc2)cc1 (stereo not given)
16. CC(=O)Nc1ccc(C(=O)OCC(=O)N2CCCC2)cc1
assay / compound | 9 | 10 | 11 | 12 | 13 | 14 | 15 | 16
PI5P4Ka inh | 2 | 16 | -13 | -1 | -13 | . | . | 2
FUS yeast rescue | 5% | 40% | 29% | 28% | . | -16% | 1% | 9%
EPAC1 antag | 2% | -2% | -27% | 17% | 8% | -10% | 4% | -6%
PLK1 PBD block | 0% | -4% | -16% | 2% | -6% | -2% | -4% | -1%
WRN inhibitor | -4% | -7% | ? | 3% | ? | -8% | 11% | -19%
Abeta yeast res | -8% | 20% | -3% | 13% | -10% | -4% | 2% | -8%
EPAC1 ag | 10% | 7% | 8% | 3% | 2% | 12% | 11% | 0%
IL-2 act | -0.4 | -0.2 | -0.5 | 3.1 | 3.3 | 0.9 | -4.4 | -0.3

17. CC1(c2ccccc2)NC(=O)N(CC(=O)Nc2ccc(C(N)=O)cc2)C1=O (stereo not given)
18. CCOc1cc(NC(=O)C2CCCCC2)c(OCC)cc1NC(=O)c1ccco1
19. CC1CCN(CCCCOc2ccc(C(=O)c3ccccc3)cc2)CC1
20. Cn1c(N)c(C#N)c2c(c1=S)COC(C)(C)C2
21. Cc1cc(C)c(NC(=O)CNC(=O)c2ccccc2SCC(=O)N2CCCC2)c(C)c1
22. CS(=O)(=O)N(CC(=O)Nc1cc(Cl)ccc1Cl)c1ccccc1
23. O=C(CSCc1ccc(C(=O)O)cc1)Nc1ccccc1
24. Cc1cc(C)cc(N(C(=O)c2snc(C(N)=O)c2N)C(C(=O)NCC2CCCO2)c2ccc(C)o2)c1 (stereo not given)
assay / compound | 17 | 18 | 19 | 20 | 21 | 22 | 23 | 24
PI5P4Ka inh | -4 | . | -1 | 8 | -3 | . | -6 | 5
FUS yeast rescue | 6% | 14% | 5% | . | -8% | 1% | 18% | 42%
EPAC1 antag | 5% | -10% | -30% | -28% | -3% | -5% | 10% | ?
PLK1 PBD block | -6% | 0% | 27µM* | -8% | -6% | 0% | -1% | -1%
WRN inhibitor | -3% | 4% | -1% | 0% | 4% | -9% | -7% | -6%[57.1 µM]
Abeta yeast res | 6% | 13% | -16% | 2% | 5% | 20% | -15% | -4%
EPAC1 ag | 11% | 1% | 9% | -5% | 14% | 0% | -3% | 4%
IL-2 act | 0.5 | 2.2 | -0.1 | -0.3 | 1.2 | -1.6 | 0.0 | -1.0

25. CCCCNC(=O)c1ccc2nc(CC)c(N(CC)CCOC)n2c1
26. CC[C@]12c3[nH]c4ccc(OC)cc4c3CCN1C(=O)C(CC(=O)NCc1cccc(C(F)(F)F)c1)C[C@@H]2C(=O)N1CCN(C(=O)c2ccco2)CC1 (stereo not given in full)
27. O=C1CCCC(=O)N1c1ccc(F)cc1
28. CC1Cc2ccccc2N1C(=O)CSc1nn2c(=O)c(C(C)(C)C)nnc2s1 (stereo not given)
29. CC(=O)N/C(=C/C(C)C)c1ccccc1
30. CCN(c1ccccc1)S(=O)(=O)c1cc(C(=O)Nc2ccccc2Cl)ccc1F
31. N#Cc1nc(N2CCCCC2)nc(N2CCOCC2)n1
32. CC(C)(C)N1CC(c2nc3ccccc3n2Cc2ccc(Cl)cc2)CC1=O (stereo not given)
assay / compound | 25 | 26 | 27 | 28 | 29 | 30 | 31 | 32
PI5P4Ka inh | -3 | 0 | -6 | 1 | 4 | 5 | . | .
FUS yeast rescue | -10% | ? | 6% | ? | -8% | 14% | -2% | ?
EPAC1 antag | 5% | -7% | 0% | 3% | -5% | -13% | 10% | -21%
PLK1 PBD block | -11% | -2% | -7% | -19% | -2% | -14% | -7% | -5%
WRN inhibitor | -5% | -2% | 10% | -6% | -4% | ? | 4% | -11%
Abeta yeast res | 11% | 4% | -2% | -15% | 4% | ? | -19% | -15%
EPAC1 ag | 4% | -9% | 3% | 0% | 2% | 2% | -16% | 4%
IL-2 act | 0.4 | -0.5 | 0.3 | 4.4 | 0.9 | 0.4 | -1.3 | 2.2

33. CCNC(=O)NC(=O)C(C)OC(=O)c1cccnc1SC (stereo not given)
34. CN1C[C@@H]2[C@@H]3C(=O)N(Cc4ccccc4)C(=O)[C@@H]3[C@](Cc3ccccc3)(C1=O)N2C(=O)c1ccc(F)cc1
35. CCCCN(C)CCNC(=O)c1cn(C)c(=O)c2c1c1ccccc1n2C
36. COc1ccc(N2CCN(C(=O)c3csc4ccccc34)CC2)cc1
37. C=CCn1c(SCC(=O)Nc2nc(C)cs2)nnc1C(C)NC(=O)c1ccccc1Cl (stereo not given)
38. O=[N+]([O-])c1ccc(-c2csc3[n+]2CCS3)cc1
39. O=C1C(=O)N(CC2COc3ccccc3O2)c2ccccc21 (stereo not given)
40. CCOc1ccc(N2C(=O)CN(CC(=O)OC)C2=S)cc1
41. COc1ccc(CNCc2ccncc2)cc1OC
42. CCc1nn2c(=O)cc(COc3ccc(NC(=O)c4ccco4)cc3)nc2s1
43. CCc1ccc(NC(=O)[C@H](C)NC(=O)C2CCN(C(=O)[C@@H](N)Cc3ccccc3)CC2)cc1
assay / compound | 33 | 34 | 35 | 36 | 37 | 38 | 39 | 40 | 41 | 42 | 43
PI5P4Ka inh | -8 | 1 | -1 | . | 1 | -19 | 5 | 1 | -2 | 1 | 8
FUS yeast rescue | 2% | 10% | 3% | 22% | 28% | -18% | -20% | -1% | -11% | 3% | -13%
EPAC1 antag | 8% | -4% | 2% | -7% | -3% | 13% | -29% | 14% | 6% | 2% | 0%
PLK1 PBD block | 0% | -3% | -4% | -7% | -9% | -27% | -12% | -6% | -9% | 27µM* | -2%
WRN inhibitor | -4% | -3% | 3% | -9% | -8% | -6% | -18% | 3% | -14% | -11% | 11%
Abeta yeast res | 26% | -1% | -7% | 27% | 3% | -12% | 17% | -7% | 18% | -14% | -16%
EPAC1 ag | 0% | 1% | 3% | 0% | 1% | -2% | 8% | 3% | 0% | 0% | -2%
IL-2 act | 2.6 | -0.5 | 0.0 | -2.2 | -1.4 | 2.7 | -1.4 | 0.3 | -0.4 | -2.3 | 1.7

Some of the entries so far, with values under each structure:
Below each compound: PI5P4Ka inh	FUS yeast rescue	EPAC1 antag	PLK1 PBD block	WRN inhibitor	Abeta yeast res	EPAC1 ag	IL-2 act
(30) CCN(c1ccccc1)S(=O)(=O)c1cc(C(=O)Nc2ccccc2Cl)ccc1F
→ 5	14%	-13%	-14%	?	?	2%	0.4
(31) N#Cc1nc(N2CCCCC2)nc(N2CCOCC2)n1
→ .	-2%	10%	-7%	4%	-19%	-16%	-1.3
(32) CC(C)(C)N1CC(c2nc3ccccc3n2Cc2ccc(Cl)cc2)CC1=O (stereo not given)
→ .	?	-21%	-5%	-11%	-15%	4%	2.2
(33) CCNC(=O)NC(=O)C(C)OC(=O)c1cccnc1SC (stereo not given)
→ -8	2%	8%	0%	-4%	26%	0%	2.6
(34) CN1C[C@@H]2[C@@H]3C(=O)N(Cc4ccccc4)C(=O)[C@@H]3[C@](Cc3ccccc3)(C1=O)N2C(=O)c1ccc(F)cc1
→ 1	10%	-4%	-3%	-3%	-1%	1%	-0.5
(35) CCCCN(C)CCNC(=O)c1cn(C)c(=O)c2c1c1ccccc1n2C
→ -1	3%	2%	-4%	3%	-7%	3%	0.0
(36) COc1ccc(N2CCN(C(=O)c3csc4ccccc34)CC2)cc1
→ .	22%	-7%	-7%	-9%	27%	0%	-2.2
(37) C=CCn1c(SCC(=O)Nc2nc(C)cs2)nnc1C(C)NC(=O)c1ccccc1Cl (stereo not given)
→ 1	28%	-3%	-9%	-8%	3%	1%	-1.4
(38) O=[N+]([O-])c1ccc(-c2csc3[n+]2CCS3)cc1
→ -19	-18%	13%	-27%	-6%	-12%	-2%	2.7
(39) O=C1C(=O)N(CC2COc3ccccc3O2)c2ccccc21 (stereo not given)
→ 5	-20%	-29%	-12%	-18%	17%	8%	-1.4
(40) CCOc1ccc(N2C(=O)CN(CC(=O)OC)C2=S)cc1
→ 1	-1%	14%	-6%	3%	-7%	3%	0.3
